Screening data (PubChem BioAssay)
HEK293 tox – cytotoxic in the GLP-1 receptor inverse agonist counter-screen; 410,000 tested, 0.13% active; HEK293 cAMP-luciferase reporter cells, luminescence, 24 h; Potency, µM (top dose mostly 38.3 µM), for the others: top-dose activity change, negative = inhibition, hits mostly inhibitors; AID 624418;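 note: loss of luciferase light is scored as toxicity; % is set by controls: 0 for no effect and ±100 for the full control effect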
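Luminescence readout: signal drop marks cytotoxicity. Plated cells grew 12 h at 37 °C, 5% CO2, received 23 nL compound for 24 h, then got luciferase reagent, read after 12 min at RT.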
PTHR1 ag – activates the human parathyroid hormone receptor PTHR1. HEK293 GP2 PTHR1 cells, GloSensor cAMP luminescence, 1 h. Potency, µM (top dose mostly 115 µM), for the others: at the highest dose activation, actives largely listed as activators. 410,000 tested, 0.075% active; note: nearly all actives have a fitted effect of over 55% in size; some results filed as inactive show a strong effect at the top dose; inactives centre near -15; many of its hits are not listed in these tables
Target sequence (Q03431 whole entry, looked up): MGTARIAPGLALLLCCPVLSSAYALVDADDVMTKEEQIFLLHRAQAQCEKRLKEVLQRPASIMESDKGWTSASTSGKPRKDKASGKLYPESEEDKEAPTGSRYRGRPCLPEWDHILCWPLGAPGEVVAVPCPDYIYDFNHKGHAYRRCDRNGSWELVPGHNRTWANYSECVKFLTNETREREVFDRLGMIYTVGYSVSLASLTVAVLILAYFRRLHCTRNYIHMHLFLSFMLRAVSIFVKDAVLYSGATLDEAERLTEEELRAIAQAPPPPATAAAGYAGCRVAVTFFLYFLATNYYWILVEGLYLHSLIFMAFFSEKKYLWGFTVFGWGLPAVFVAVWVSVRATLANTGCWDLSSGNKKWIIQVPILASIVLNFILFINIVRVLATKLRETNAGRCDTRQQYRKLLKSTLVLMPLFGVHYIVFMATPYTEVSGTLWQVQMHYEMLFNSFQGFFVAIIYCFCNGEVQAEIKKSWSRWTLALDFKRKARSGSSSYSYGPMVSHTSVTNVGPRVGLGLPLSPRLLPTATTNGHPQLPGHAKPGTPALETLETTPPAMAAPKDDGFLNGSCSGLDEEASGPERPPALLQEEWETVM
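HEK-293-derived GP2 cells expressing PTHR1 and a GloSensor cAMP reporter, 3,000/well, plated overnight, given luciferin plus IBMX (each 0.5 mM as added) for 1 h at 37 °C, then compound for 1 h at 37 °C. Luminescence was read after 15 min at room temperature.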
GLP-1R inv ag – GLP-1 receptor (human) inverse agonism; HEK293 GLP-1R CRE-luciferase, luminescence, 24 h; GLP-1R form is constitutively active; 410,000 tested, 1.6% active; Potency, µM (top dose mostly 38.3 µM), for inactives: top-dose activity change, negative = inhibition, most hits filed as inhibitors; P43220; note: % is set by controls: 0 for no effect and ±100 for the full control effect; nearly all actives have a fitted effect of over 55% in size
Target sequence (P43220 whole entry, looked up): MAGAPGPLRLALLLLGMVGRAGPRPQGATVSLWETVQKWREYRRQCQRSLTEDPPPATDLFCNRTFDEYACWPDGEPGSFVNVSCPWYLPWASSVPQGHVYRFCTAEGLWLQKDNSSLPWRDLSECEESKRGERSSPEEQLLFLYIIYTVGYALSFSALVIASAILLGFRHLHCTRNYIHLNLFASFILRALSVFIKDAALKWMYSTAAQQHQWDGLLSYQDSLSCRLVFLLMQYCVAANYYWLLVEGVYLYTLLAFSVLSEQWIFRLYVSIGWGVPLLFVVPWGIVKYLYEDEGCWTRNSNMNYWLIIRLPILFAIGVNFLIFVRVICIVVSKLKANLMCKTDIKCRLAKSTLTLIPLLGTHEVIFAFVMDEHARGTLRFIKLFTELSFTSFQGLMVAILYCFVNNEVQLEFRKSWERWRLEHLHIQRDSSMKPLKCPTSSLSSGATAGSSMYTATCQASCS
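Stable HEK293 clone (constitutively active GLP-1R + cAMP-response luciferase); 200 cells/uL plated, 12 h pre-culture, compound 24 hr, 37 deg C/5% CO2; detection reagent 12 min RT; luminescence.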
* = called active by the depositor; i = inactive; ? = inconclusive; [ ] = remark or other dose. Calls come from the whole dose curve; as a rule, active = well fitted curve in the direction sought with a large enough effect; inconclusive = small, poorly fitted or top-dose-only effect, or another doubt; inactive = no such curve, though single readings can be large; an effect the other way counts as inactive or inconclusive. Potency is the fitted concentration of half-maximal effect. An excerpt; the hit share may differ from the screen's.

smiles	GLP-1R inv ag	PTHR1 ag	HEK293 tox
COc1ccc(-c2onc(C)c2C)cc1S(=O)(=O)NCC(C)c1ccccc1 (centres undefined)	?	-50%[inhibitor]	-5%
Cc1cccc(C)c1OCc1nc2c3c(-c4ccccc4)c(-c4ccccc4)oc3ncn2n1	9%	i	8%
COc1ccccc1NC(=O)C1CCN(c2cnccn2)CC1	1%	i	0%
COc1cc(Br)c(/C=C(\C#N)c2nc3ccccc3[nH]2)cc1OC	16%	-11%	-1%
Cc1ccc(NC(=O)C2CCN(c3nc4ccccc4[nH]3)CC2)c(C)c1	-1%	i	-3%
CCC(CC)C(=O)Nc1ccccc1SCc1cc(=O)c2cccc(C)c2[nH]1	7%	-9%	1%
Cc1ccc(Cn2c(C)c3cnn(CC(=O)N4CCN(c5ccc(F)cc5)CC4)c(=O)c3c2C)cc1	?	-110%[inhibitor]	0%
Cc1ccc(C)c(Cn2cc(CCC(=O)NC3CCCCC3)c3ccccc32)c1	3%	i	-5%
CCOC(=O)c1ccccc1NC(=O)N(Cc1ccco1)C1CCN(C(C)=O)CC1	18%	-23%	1%
CCCOc1ccc(OC(=O)c2sc3ncn(Cc4cccc(F)c4)c(=O)c3c2C)cc1	2%	-24%	1%
CCOC(=O)c1ccc(NC(=O)c2cnc3c(-c4ccc(F)cc4)c(C)nn3c2C)cc1	-1%	i	-10%
COc1ccc(CCC(=O)NC2CC(=O)N(c3ccc(C)cc3)C2)cc1 (centres undefined)	4%	i	2%
CC1CCN(C(=O)CSc2nnc(-c3ccccc3Cl)o2)CC1	14%	i	-5%
Cc1oc(-c2ccccc2)nc1CNC(=O)Nc1ccccc1	?	i	0%
Cc1cc(C)c(NC(=O)Cn2nnc(-c3nc(-c4ccncc4)no3)c2N)c(C)c1	2%	i	1%
CCN(CC)CCN(C(=O)c1ccco1)c1nc2ccc(Br)cc2s1	?	-21%	2%
O=C(NCCCN1CCCCC1)c1[nH]c2ccccc2c1Sc1ccc(Cl)cc1	?	15%	-6%
CCc1ccc(CNC(=O)COc2cc(=O)n(CC)c3ccccc23)cc1	-3%	-27%	3%
Cc1ccccc1CN1c2ccccc2-c2nc(SCC(=O)NCc3ccccc3)ncc2S1(=O)=O	-1%	?	14%
Cc1ccccc1C(=O)n1nc(-c2ccco2)nc1NCc1ccc(Cl)cc1	10%	i	2%
Cc1ccc2nc(-c3ccsc3)c(Nc3ccccc3C)n2c1	-29%	-8%	-16%
CCCCN(CC)CCCNC(=O)c1nn(C)c2c1CSc1ccccc1-2	1%	i	-14%
COc1cccc(CNC(=O)Cn2c(=O)cc(C(F)(F)F)c3c(C)nn(C)c32)c1OC	4%	-28%	3%
O=C(Nc1cccc(C(F)(F)F)c1)c1ccc2c(c1)nnn2C1CCCC1	0%	-34%[inhibitor]	-8%
Cc1ccc(NC(=O)c2cc(S(=O)(=O)N3CCc4ccccc43)ccc2F)cc1Cl	7%	-4%	0%

Later entries.
smiles	GLP-1R inv ag	PTHR1 ag	HEK293 tox
CC(=O)c1ccc(NC(=O)c2cc3c([nH]c2=O)CC(c2ccccc2)CC3=O)cc1 (centres undefined)	-30%	?	-24%
COc1ccc(-c2nc3ccccc3o2)cc1NC(=O)c1cccc2c(Cl)cccc12	26%	-28%	-11%
COC(=O)c1sc(N2C(=O)c3oc4ccc(C)cc4c(=O)c3C2c2ccc(O)c(OC)c2)nc1C (centres undefined)	14%	?	-3%
COc1ccc(CNC(=O)c2cc(-c3ccc(Br)s3)nc3ccccc23)cc1	20%	i	8%
CCOC(=O)c1c(C)[nH]c(CCC(=O)NCc2ccc(CC)cc2)c1C	-13%	-22%	3%
COc1ccc(-n2ccnc(NCc3cccs3)c2=O)cc1	4%	i	2%
CCOc1ccc(-n2c(=O)c3c(C)c(C)sc3n(Cc3c(F)cccc3Cl)c2=O)cc1	0%	i	-9%
COC(=O)c1cc2oc(C)cc2n1CC(=O)Nc1ccc(C(C)C)cc1	-22%	-15%	7%
COc1cccc(C2C(C(=O)Nc3ccc(C)cc3C)=C(C)Nc3c(C(=O)Nc4ccccc4)cnn32)c1 (centres undefined)	?	i	-3%
COc1cc(Cl)c(C)cc1Nc1nnc(-n2nc(C)cc2C)c2ccccc12	-5%	-15%	0%
CCOc1ccccc1CNC(=O)Cn1nc(N2CCN(c3ccccc3)CC2)ccc1=O	-7%	-53%[inhibitor]	-4%
CCc1nn2c(=O)cc(COC(=O)c3ccc(NC(=O)CCc4ccccc4)cc3)nc2s1	12%	i	-3%
CCOC(=O)c1c(NC(C)=O)c2c3c(sc2n1Cc1ccc(Cl)cc1)CCCC3	8%	-3%	-4%
CCOC(=O)c1ccc(NS(=O)(=O)c2ccc3c(c2)OCCO3)cc1	-30%	-12%	5%
Cc1ccccc1OCc1ccc(-c2nc(C#N)c(N3CCN(c4ccccc4)CC3)o2)o1	2%	-25%	6%
Cc1ccc(-n2ncc(C(=O)NCCCN3CCN(c4cccc(Cl)c4)CC3)c2-n2cccc2)cc1	?	-35%[inhibitor]	-4%
CC(C)c1ccc(NC(=O)CN(C)S(=O)(=O)c2ccc3c(c2)n(C)c(=O)c(=O)n3C)cc1	3%	i	0%
CCc1ccc(NC(=O)CC2C(=O)N(c3ccccc3)C(=O)N2C(C)C)cc1 (centres undefined)	8%	i	12%
Cc1ccccc1CNC(=O)c1ccc(CN2CC(=O)N3CCCCC3C2=O)cc1 (centres undefined)	11%	-9%	4%
O=S(=O)(Nc1nc2n(n1)C(c1ccc(F)cc1)C=C(c1ccc(Cl)cc1)N2)c1ccccc1 (centres undefined)	-4%	-11%	252%[activator]
Cc1ccc2c(=O)cc(CSc3ccccc3)[nH]c2c1C	-13%	i	3%
COc1ccc(-c2cc(C(C)=O)c(C)n2CCC(=O)NCc2ccc(F)cc2)cc1	4%	i	1%
Cc1cccn2c(=O)c(C(=O)N3CCN(c4ccccc4F)CC3)cnc12	-4%	i	-8%
Cc1ccc(C)c(N2CCN(C(=O)c3cnn(C(C)(C)C)c3C3CCN(C(=O)OC(C)(C)C)CC3)CC2)c1	13%	i	-7%
COc1ccc(-c2nn3c(=O)cc(CN4CCN(C(=O)c5ccc(C(C)(C)C)cc5)CC4)nc3s2)cc1	5%	-2%	-1%

Later entries:
smiles	GLP-1R inv ag	PTHR1 ag	HEK293 tox
COc1ccccc1-c1noc(CSc2nc3ccc(C)cc3[nH]2)n1	-28%	-33%[inhibitor]	2%
O=C(NCc1ccccc1)c1nn(-c2ccccc2)nc1CO	7%	-88%	-15%
CCOc1ccc(-n2nc(CO)c(C(=O)NCc3cccnc3)n2)cc1	-13%	i	-2%
O=C(c1ccccc1)c1ccccc1NC(=O)c1ccccc1C(=O)O	3%	-4%	1%
COCCCNC(=O)CCCn1c(SCC(=O)c2ccc(F)cc2)nc2c(sc3ccccc32)c1=O	13%	-11%	-1%
Cc1ccc(S(=O)(=O)c2nc(-c3ccccc3)oc2N2CCN(c3ccccc3)CC2)cc1	6%	i	-11%
Cc1ccc(CNC(=O)C2CCN(S(=O)(=O)c3c(C)noc3/C=C/c3c(C)cc(C)cc3C)CC2)cc1	11%	i	-8%
Cc1ccc(C(=O)Nc2cc3c(cc2C)n(C)c(=O)c(=O)n3C)cc1	11%	i	0%
COc1ccc(-c2cc(-c3nc(-c4cc(OC)c(OC)c(OC)c4)no3)[nH]n2)c(OC)c1	?	-21%	-21%
Cc1ccc(-c2nnc(Nc3ccc(Cl)c(Cl)c3)c3ccccc23)cc1S(=O)(=O)NCCO	?	-40%[inhibitor]	0%
CCc1ccc(S(=O)(=O)c2cn(CC)c3cc(N4CCCCC4)c(F)cc3c2=O)cc1	1%	i	1%
CCC(C)NC(=O)C(=O)Nc1c2c(nn1-c1ccccc1)CS(=O)(=O)C2 (centres undefined)	26%	-23%	22%
CCCn1ccc2c(OCC(=O)NCc3ccc(C)cc3)cccc2c1=O	11%	i	7%
CC(C)NC(=O)c1ccc(-n2c(-c3ccccc3)cc3c2CCCC3)cc1	-7%	-16%	7%
Cc1nc2nc(SCc3c(F)cccc3Cl)nn2c(C)c1Cc1ccccc1	?	i	-4%
CCN(C(=O)Cn1nc(Cc2cccnc2)c2ccccc2c1=O)c1cc(C)ccc1C	0%	-23%	-9%
CC(C)NC(=O)C1CCN(C(=O)c2cnn(-c3ccccc3)c2-n2cccc2)CC1	14%	i	-4%
O=C(CN1C(=O)COc2ccc(S(=O)(=O)N3CCCCC3)cc21)NCCc1ccc(Cl)cc1	9%	-11%	1%
Cc1cccc(NC(=O)C(=O)NCCc2csc(-c3ccc(F)cc3)n2)c1C	10%	i	1%
COc1cc([N+](=O)[O-])ccc1NC(=O)N1CCC2(CC1)Nc1cc(F)ccc1-n1cccc12	11µM*	-19%	-21%
Cc1cccc(N(C)S(=O)(=O)c2cc3[nH]c(=O)c(=O)[nH]c3cc2C)c1	28%	i	2%
Nc1c(-c2nc(-c3ccccc3)no2)nnn1CC(=O)Nc1ccccc1	10%	i	6%
CC(C)CCNC(=O)c1cccc(-n2cnc3cccnc32)c1	15%	?	5%
CC(C(=O)NCc1ccccc1)N1Cc2ccccc2C1=O (centres undefined)	-4%	i	-7%
Cc1ccc(C(=O)N(Cc2ccco2)Cc2ccco2)cc1	-9%	i	9%

Part of the list above, field by field:
O=C(CN1C(=O)COc2ccc(S(=O)(=O)N3CCCCC3)cc21)NCCc1ccc(Cl)cc1
  GLP-1R inv ag = 9%
  PTHR1 ag = -11%
  HEK293 tox = 1%

Cc1ccc(-c2nnc(Nc3ccc(Cl)c(Cl)c3)c3ccccc23)cc1S(=O)(=O)NCCO
  GLP-1R inv ag = ?
  PTHR1 ag = -40%[inhibitor]
  HEK293 tox = 0%

Cc1ccc(C(=O)N(Cc2ccco2)Cc2ccco2)cc1
  GLP-1R inv ag = -9%
  PTHR1 ag = i
  HEK293 tox = 9%

(listing goes on)
smiles	GLP-1R inv ag	PTHR1 ag	HEK293 tox
Cc1ccc(NC(=O)CSc2nnc(-c3cc4occc4n3C)n2-c2ccccc2C)c(C)c1	?	i	-1%
CC(=O)c1ccc(NC(=O)c2nc3ccccc3n(C)c2=O)cc1	7%	-15%	7%
COc1ccc(NC(=O)c2cc(-c3ccc(F)cc3)no2)cc1OC	12%	i	-9%
COc1ccc(NC(=O)c2ncoc2-c2ccco2)cc1Cl	3%	-42%[inhibitor]	5%
Cc1c(-c2nc(-c3ccc4c(c3)OCO4)no2)nnn1-c1ccc(Br)cc1F	12%	i	7%
Cc1cccc(C(=O)Nc2sc3c(c2C(=O)NCc2ccco2)CCCC3)c1	1%	4%	13%
Cc1ccc(N2CCN(S(=O)(=O)c3nnc(NC(=O)c4ccc(C(C)C)cc4)s3)CC2)cc1	10%	-10%	2%
Cc1ccc(NC(=O)N2CCC3(CC2)Oc2ccccc2C(=O)N3Cc2ccc(F)cc2)cc1	?	-59%[inhibitor]	-5%
Cc1ccc(-n2nc(CO)c(C(=O)NCCO)n2)cc1	3%	i	3%
CCOC(=O)N1CCc2c(sc(NCc3ccc(N(C)C)cc3)c2C(=O)Nc2ccc(OC)cc2)C1	-19%	-19%	-4%
Cc1ccc(CNC(=O)N2CCC(CN3CCC(C)CC3)CC2)cc1	0%	i	5%
Cc1ccc2[nH]c(=O)c3cc(C(=O)NCCCN4CCC(C)CC4)sc3c2c1	-9%	i	11%
CCN1C(=O)c2ccccc2Sc2ccc(NC(=O)N3CCN(c4cc(C)ccc4C)CC3)cc21	?	-25%	-11%
COCCNC(=O)Cn1nc(N2CCN(c3ccccc3OC)CC2)ccc1=O	9%	-20%	16%
CCC(C)NC(=O)c1ccc2c(c1)N(Cc1ccccc1)C(=O)c1ccccc1S2(=O)=O (centres undefined)	-22%	i	1%
CC(C)c1nc2ccc(C(=O)NCCCN3CCN(c4cccc(Cl)c4)CC3)cc2o1	10µM*	i	-17%
Cc1ccc(SCc2nc(-c3ccc(C(=O)NCCc4ccc(Cl)cc4)cc3)oc2C)cc1	9%	-6%	3%
CCc1cccc(C)c1NC(=O)CN1CCN(Cc2ccccc2Cl)S1(=O)=O	-15%	-26%	-9%
O=S(=O)(NCc1ccccc1Cl)c1ccc(-c2cnc(C3CC3)o2)cc1	?	-1%	-24%
Cc1nc2sccn2c(=O)c1S(=O)(=O)Nc1cc(C(F)(F)F)ccc1Cl	?	i	-4%
